bIAP act – bovine intestinal alkaline phosphatase activators, primary screen, biochemical, bovine IAP, CDP-star luminescence. alkaline phosphatase, intestinal [Bos taurus]. purified bovine IAP, 30 min; active compounds read high; fold of DMSO-control signal, blank-subtracted. activation factor at 20 µM. 200,000 tested, 0.17% active;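 active = activation factor of 2 or more at 20 µM, a signal rise over negative controls twice the positive control's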
RAM inhibit – inhibitors of the yeast RAM network, primary screen, dse1pr::URA3 reporter, 5-FOA selection. S. cerevisiae dse1pr::URA3 reporter, 5-FOA growth OD615, 2 d; analog-sensitive cbk1-as2 kinase mutant strain. inhibition, % at 50 µM. 190,000 tested, 1.8% active. AID 868, 2007;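 active = inhibition above a set limit, 3 SD over mean compound inhibition, cut at about 8.4% in these data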;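 also: 0% = DMSO-only wells with no growth and 100% = 10 µM 1-NA-PP1 full growth; inhibition rescues growth on 5-FOA so higher OD means more RAM inhibition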
bIAP inhibitor – bovine intestinal alkaline phosphatase inhibitors, primary screen, selectivity assay for TNAP inhibitor project, biochemical, bovine IAP, CDP-star luminescence. purified bovine IAP, 30 min. inhibition, % at 20 µM. 190,000 tested, under 10 active;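 active = over 50% inhibition of intestinal alkaline phosphatase at 20 µM in the single-dose screen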
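System: Purified bovine intestinal alkaline phosphatase (IAP) enzyme | Input: IAP diluted 1/65,000,000 in the well | Also added: CDP-star chemiluminescent phosphatase substrate, 30 µM final | Dosing: 20 µM single dose | Times: Enzyme reaction for 30 min at room temperature | Detection: Luminescence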
APP transl inh – inhibitors of APP translation via 5'UTR reporter, primary screen, APP 5'UTR luciferase, SH-SY5Y cells; SH-SY5Y APP 5'UTR-luciferase reporter, luminescence; inhibition, % at 2 µM; 190,000 tested, 0.82% active; AID 1285, 2008;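 active = inhibition above a set limit, derived from the sample mean plus 3 SD, cut at about 45% in these data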; also: values of inactives mirror those of a sister screen read the other way
L major viab – Leishmania major promastigote growth inhibition, primary screen; inhibition, % at 10 µM; Leishmania major promastigotes, resazurin fluorescence viability; AID 1063, 2008; 200,000 tested, 9% active; in the data active = inhibition above about 50%;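 also: promastigotes grown with compound for 44 hours at 28 °C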
FLuc stim CS – FLuc activators, initial screening, artefact control for FLuc-dependent activation tests, biochemical, ATPlite luminescence. activation factor at 10 µM. 200,000 tested, under 10 active. ATPlite luciferase biochemical, 10 min; 0 = ATP-free wells, 1 = DMSO control. AID 1027, 2008. Luciferin 4-monooxygenase (Photinus pyralis), P08659;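 active = luciferase activation factor, scaled between plate controls, of at least 2 with compound at 10 µM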
Target sequence (P08659 whole entry, looked up): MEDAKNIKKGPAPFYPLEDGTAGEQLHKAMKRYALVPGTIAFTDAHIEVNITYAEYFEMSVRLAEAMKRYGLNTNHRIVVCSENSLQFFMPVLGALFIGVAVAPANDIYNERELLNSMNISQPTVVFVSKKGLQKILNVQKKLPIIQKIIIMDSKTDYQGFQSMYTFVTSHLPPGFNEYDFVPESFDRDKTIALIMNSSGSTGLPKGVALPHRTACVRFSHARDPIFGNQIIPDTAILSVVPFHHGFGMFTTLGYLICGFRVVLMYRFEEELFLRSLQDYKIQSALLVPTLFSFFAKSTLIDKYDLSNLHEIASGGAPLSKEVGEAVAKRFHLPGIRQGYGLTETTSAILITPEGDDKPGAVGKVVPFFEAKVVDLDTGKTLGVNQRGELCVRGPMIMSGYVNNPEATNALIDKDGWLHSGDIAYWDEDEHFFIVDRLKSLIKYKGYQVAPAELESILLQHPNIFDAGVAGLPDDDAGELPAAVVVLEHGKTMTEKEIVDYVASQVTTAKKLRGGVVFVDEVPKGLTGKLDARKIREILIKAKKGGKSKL
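Assay system: Luciferase/luciferin reagent mix; Medium: PBS as buffer for the ATP substrate; Dosing: test compounds dosed from 2 mM stocks in 100% DMSO; Times: 10 min, room temperature; Signal: luminescence from luciferase reaction; Read-out: luciferase activation; Controls: No-ATP low control, compound-free enzyme-plus-ATP high control.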
FLuc inhib CS – firefly luciferase enzyme inhibitors, primary screen, artefact control for luciferase-based inhibitor screens, biochemical, luminescence, ATPLite; Luciferin 4-monooxygenase (Photinus pyralis), P08659; 10 min; inhibition, % at 10 µM; 200,000 tested, 1.5% active; AID 1006, 2008;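 active = inhibition above about 50% when tested at 10 µM, limit read from the data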
TNAP inh noacc – human TNAP enzyme inhibitors, primary screen, biochemical, luminescent, no phosphate acceptor, uHTS; Alkaline phosphatase, tissue-nonspecific isozyme (Homo sapiens), P05186; purified TNAP, CDP-star luminescence, 30 min; inhibition, % at 20 µM; 200,000 tested, 0.26% active; AID 1012, 2008;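 active = tissue-nonspecific alkaline phosphatase inhibition above about 50% at 20 µM in the single-dose screen, limit read from the data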;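 also: 0% = DMSO negative control and 100% = EDTA positive control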
Target sequence (P05186 whole entry, looked up): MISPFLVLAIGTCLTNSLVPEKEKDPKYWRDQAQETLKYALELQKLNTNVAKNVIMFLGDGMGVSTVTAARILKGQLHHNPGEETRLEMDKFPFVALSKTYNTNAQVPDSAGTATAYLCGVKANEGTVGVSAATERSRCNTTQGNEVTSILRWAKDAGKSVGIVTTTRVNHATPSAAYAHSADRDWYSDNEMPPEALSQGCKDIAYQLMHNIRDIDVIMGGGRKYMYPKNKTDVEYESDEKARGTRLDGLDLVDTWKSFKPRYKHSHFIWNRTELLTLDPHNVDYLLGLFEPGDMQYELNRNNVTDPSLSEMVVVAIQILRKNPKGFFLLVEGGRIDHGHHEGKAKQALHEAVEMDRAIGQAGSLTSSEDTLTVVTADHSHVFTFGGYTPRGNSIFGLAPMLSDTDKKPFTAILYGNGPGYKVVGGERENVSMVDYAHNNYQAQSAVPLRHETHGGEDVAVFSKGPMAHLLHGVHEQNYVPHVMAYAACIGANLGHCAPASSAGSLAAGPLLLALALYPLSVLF
TNAP inh hi DEA – human TNAP enzyme inhibitors, primary screen, biochemical, luminescent, high phosphate acceptor level, uHTS. Alkaline phosphatase, tissue-nonspecific isozyme (Homo sapiens), P05186. purified TNAP, CDP-star luminescence, 1 M DEA. inhibition, % at 20 µM. 200,000 tested, 0.03% active. AID 1135, 2008;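 active = over 50% inhibition of tissue-nonspecific alkaline phosphatase at 20 µM in the single-dose screen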;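 also: plate controls were DMSO wells for no effect and EDTA-quenched wells as full inhibition for full effect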
TNAP act hiacc – TNAP activators at high phosphate acceptor level, primary screen, biochemical, luminescence, uHTS; 200,000 tested, under 10 active; purified TNAP, CDP-star luminescence, 1 M DEA, 30 min; active compounds read high; 0 = EDTA background, 1 = DMSO-only activity; activation factor at 20 µM;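 active = activation factor at least 2 at 20 µM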
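system = human TNAP | amount = enzyme diluted 1/800 final | reagent = 100 µM CDP-star substrate | signal = luminescent substrate turnover signal | dosing = one dose, 20 µM | benchmarks = EDTA negative control, DMSO positive control | measure = activation factor | timing = 30 min reaction, room temperature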
* hit, by the source's call; · = not tested or not shown.

SMILES	bIAP act	RAM inhibit	bIAP inhibitor	APP transl inh	L major viab	FLuc stim CS	FLuc inhib CS	TNAP inh noacc	TNAP inh hi DEA	TNAP act hiacc
O=[N+]([O-])c1cccc(Cl)c1NCCNc1ncc(C(F)(F)F)cc1Cl	0.9	2.6	11	-17	-6	1	1	-1	3	1
CC(=O)N1C(=O)c2cccc3cccc(c23)C(=O)N1C(C)=O	0.9	0.9	7	-17	-1	1.1	-6	-16	-6	1.1
C=CCC1(C#N)C(=S)NC2=C(C(=O)CC(C)(C)C2)C1c1ccc(Br)cc1 (stereo not given)	0.7	3.5	30	-3	22	1	-2	-1	2	1
Cc1cccnc1NC(=O)Nc1cccs1	0.9	0.7	8	-16	-6	0.8	17	-8	-1	1
CCOC(=O)CC(NC(=O)c1ccccc1)c1ccc(OC)cc1 (stereo not given)	1.1	1.6	-5	3	3	1	-4	-16	-2	1
CC1CCN(c2ccc(C(F)(F)F)cc2N)CC1	1	1.7	-1	-12	-5	1	-2	-2	2	1
CCC(Sc1nc2ccccc2[nH]1)C(=O)Nc1ccc(NC(C)=O)cc1 (stereo not given)	0.9	0.4	6	-23	3	1.1	-8	-10	-3	1
O=S1(=O)CC(O)C(N2CCCCC2)C1 (stereo not given)	0.8	1.5	17	18	-6	1.1	-5	-7	4	1
O=C(O)/C(=C/c1cccnc1)NC(=O)c1ccccc1	1	3.0	1	-13	-2	1	-5	-14	-2	1
CC(C)CNC(=O)C1C2C=CC(C2)C1C(=O)O (stereo not given)	0.9	-0.4	9	8	-2	1.1	-10	-4	-6	1.1
O=C(CCNS(=O)(=O)c1cccc2nsnc12)NCc1ccccc1Cl	0.9	0.5	6	4	3	1	0	-4	2	1
CCOc1cc2[nH]c(=O)n(CCCN3CCCC3=O)c(=O)c2cc1OCC	0.9	-0.5	6	3	10	1.1	-5	-6	-2	1
Cc1ccc(C)n1CCN1CCN(C(=O)CC#N)CC1	1.1	-1.7	-14	-18	1	1.1	-7	-10	-4	1
COc1ccc(-c2nc(-c3ccccc3OC)no2)cc1OC	1.1	1.1	-14	-31	6	0.8	18	-9	-2	1
Cc1cc(C(F)(F)F)c(C#N)c(SCC(=O)Nc2nc3ccccc3s2)n1	0.9	2.2	8	-180	4	0.9	5	-4	10	0.9
CCOC(=O)C1=C(O)CSC1=Nc1ccccc1	0.7	1.1	33	2	2	1.1	-7	-11	-1	1
O=C(Cn1nc([N+](=O)[O-])nc1Br)NC(c1ccccc1)c1ccccc1	1.1	6.5	-11	-4	79*	1	-5	-24	-5	1.1
Cc1sc2nc(Cc3ccccc3)[nH]c(=O)c2c1-c1ccccc1	1	3.6	-2	19	-6	1	-1	-3	0	1
Cc1ccc(C(=O)N/C(=C\c2ccco2)C(=O)NCCCn2ccnc2)cc1C	1.2	-0.3	-24	·	-2	0.9	8	-9	-3	1
O=C(CN1CCN(c2ncccn2)CC1)Nc1ccccc1C(F)(F)F	1.2	-1.3	-22	7	10	1	-4	-8	-5	1
O=c1[nH]ccc2c([N+](=O)[O-])cccc12	1	0.7	5	0	8	1	-3	-8	-6	1.1
Cc1cccc(NC(=S)Nc2ccccn2)c1C	1	3.2	2	-30	-5	1	-2	-1	3	1
Cc1ccc(-n2c(C)nnc2SCC(=O)Nc2ccccc2)cc1	0.9	2.2	7	-21	44	1	-2	-7	-3	1
O=S1(=O)N=C2CCCCCN2C(c2ccncc2)N1 (stereo not given)	0.9	1.7	6	-6	-2	1.1	-11	-13	-6	1.1
CCCOC(=O)c1cc(=O)[nH]c2ccccc12	0.9	1.2	9	-11	-1	1.1	-12	-6	-8	1.1
Nc1nc(Cl)cc(Oc2ccc(Cl)cc2)n1	1.1	2.5	-13	-41	-5	1	-2	-21	-6	1.1
COc1ccc(N(CC(=O)NCCSc2ccccc2)S(C)(=O)=O)cc1	1.1	0.5	-15	-12	-6	1	-3	-13	-4	1
O=C1c2ccccc2C2(c3ccccc3)NCCN12 (stereo not given)	1.1	1.7	-6	6	39	1.1	-7	8	-6	1.1
COC(=O)C1CCN(C(=O)COC(=O)COc2ccc(C#N)cc2)CC1	1.2	0.1	-16	14	-7	1.1	-6	12	1	1
CCOC(=O)N1CCN(Cc2oc(CO)cc(=O)c2O)CC1	1	3.3	3	-18	-1	1	0	-4	4	1
O=C(NCc1ccccn1)c1nc(-c2ccc(C(F)(F)F)cc2)no1	1.4	1.5	-38	-6	-5	1	1	-96	1	1
Cc1nn(C)c(Cl)c1S(=O)(=O)N[C@@H](c1ccccc1)[C@]1(C)C[C@H]1[C@@H](C)C(=O)Nc1ccc2ccccc2c1	1	2.2	-2	11	16	1	-1	-4	-2	1
Cc1cc2oc(=O)cc(CN3CCN(S(=O)(=O)c4ccc5c(c4)OCCO5)CC3)c2cc1C	1	1.3	2	-13	15	1	-4	-9	-6	1.1
Cc1[nH]n2c(=O)cc(C(C)(C)C)nc2c1-c1ccccc1	1	1.9	-3	14	99*	1	-3	1	1	1
CCOC(=O)c1c(C)n(CCNC(C)=O)c2ccc(OC)cc12	0.9	2.0	8	-1	-1	1	-2	5	0	1
CCCS(=O)(=O)N1CCN(C(=O)CCC2CCCC2)CC1	1	1.5	-2	5	-7	1	-4	-12	-5	1.1
COC(=O)c1cccc(-c2ccc(C(c3c(C)[nH][nH]c3=O)c3c(C)[nH][nH]c3=O)o2)c1	1.2	1.1	-16	-6	92*	1	-4	-35	6	0.9
CCn1c2ccccc2c2cc(/C=N/n3c(C)nnc3C)ccc21	1.1	-1.0	-6	·	5	1	-1	-10	-5	1.1
CC(=O)NC(=O)NC1OC(=O)C(Cl)=C1Cl (stereo not given)	0.9	0.8	6	-12	3	1.1	-5	-13	-6	1.1
COc1ccccc1NC(=O)c1ccc(NS(=O)(=O)c2ccc(F)c(F)c2F)cc1	1	4.0	2	-4	66*	1	-3	-6	-6	1.1
Cc1[nH]c2ccccc2c1C(=O)COC(=O)C1CC(=O)N(Cc2ccco2)C1 (stereo not given)	1	1.6	-3	8	-1	1.1	-8	5	-4	1
N#Cc1nc(COc2ccc(-c3ccccc3)cc2)oc1NCc1cccnc1	1	-0.4	1	-18	7	1	-4	-5	-1	1
CCOC(=O)c1cc2c(=O)n3ccccc3nc2n(C(C)C)c1=NC(=O)c1c(-c2c(F)cccc2Cl)noc1C	0.9	10*	12	19	99*	1	-1	-5	6	0.9
CC(=O)Nc1ccc(C(=O)N/N=C/c2ccccc2OC(=O)c2ccc(Cl)cc2)cc1	1.2	-0.5	-22	-22	2	1	1	-23	-4	1
CCOC(=O)C1=C(C)N2C(=C(C#N)[C@@H]1c1ccc(C(=O)OC)cc1)SC[C@@]2(O)C(C)(C)C	1.1	4.4	-8	-7	3	1.1	-6	-10	-8	1.1
COC(=O)c1c(NS(=O)(=O)Cc2ccccc2)sc2c1CCCC2	1	4.7	-3	15	-4	1.1	-6	-21	-4	1
O=C(CSc1nnc(C2CCCCC2)o1)N1CCCCC1	1	0.4	4	-14	-3	1.1	-7	-15	-10	1.1
O=C(Nc1cccc(F)c1)C1CCN(c2nnnn2-c2ccccc2)CC1	1	0.0	-4	3	37	1.1	-8	-8	-2	1
c1ccc2c(CNCCN3CCOCC3)cccc2c1	0.9	2.0	12	0	4	1	-4	-13	-5	1.1
O=C(Cc1cccs1)N(c1ccccc1)C1C=CS(=O)(=O)C1 (stereo not given)	1.1	1.8	-9	-16	-5	1.2	-17	-2	-4	1
Carrying on:
SMILES	bIAP act	RAM inhibit	bIAP inhibitor	APP transl inh	L major viab	FLuc stim CS	FLuc inhib CS	TNAP inh noacc	TNAP inh hi DEA	TNAP act hiacc
C/C(=N\NC(=O)C1CC1c1ccccc1)c1cccc([N+](=O)[O-])c1 (stereo not given)	0.8	4.0	17	20	0	1.1	-7	-2	-3	1
O=c1cc(CSc2nnnn2-c2ccccc2)nc2scc(-c3ccccc3)n12	0.9	0.7	7	-12	15	1	-4	-11	-4	1
COc1ccccc1NC1C=CS(=O)(=O)C1 (stereo not given)	1	1.9	4	-5	2	1	-1	-11	-2	1
CC(C)OP(C)(=O)CN1CCN(CP(C)(=O)OC(C)C)CC1 (stereo not given)	1	2.0	0	-8	-1	1.1	-9	-5	-4	1
CC(=O)N=c1sc(S(N)(=O)=O)nn1C	1	0.3	-1	-5	-4	1	-4	-11	-2	1
Cc1cc(C)nc(SCc2nnc(SCC(=O)Nc3nc(-c4ccccc4)cs3)n2-c2ccccc2)n1	1	1.8	-1	2	32	1	-2	-3	-1	1
O=C(Nc1ccc(-n2cnnn2)cc1)C1CCCCC1	0.9	2.4	13	17	2	1.1	-6	-3	-4	1
CCNc1ccc(C(=O)OCC)cc1NC(=O)c1cccc(S(=O)(=O)N2CCOCC2)c1	1	4.6	4	-6	5	1	-2	-6	1	1
CC(Sc1ccc(Cl)cc1)C(=O)NCc1ccc2c(c1)OCO2 (stereo not given)	0.8	-0.1	23	11	8	1	-4	-9	-5	1.1
Cc1ccc(S(=O)(=O)Oc2ccc(C)cc2/C=N/N=C2\NC(=O)C(C)S2)cc1 (stereo not given)	0.9	1.7	14	-17	8	0.8	21	-7	-2	1
O=C(NCc1ccccn1)C1CC(c2ccccc2O)=NO1 (stereo not given)	1	-1.5	-3	3	-3	1	-2	-7	-4	1
N#Cc1nc(-c2ccc(F)cc2)oc1NCCN1CCOCC1	0.9	-0.2	10	10	-5	1	-3	-22	-5	1.1

Five entries from above, reformatted:
smiles | bIAP act | RAM inhibit | bIAP inhibitor | APP transl inh | L major viab | FLuc stim CS | FLuc inhib CS | TNAP inh noacc | TNAP inh hi DEA | TNAP act hiacc
CC1CCN(c2ccc(C(F)(F)F)cc2N)CC1 | 1 | 1.7 | -1 | -12 | -5 | 1 | -2 | -2 | 2 | 1
O=C1c2ccccc2C2(c3ccccc3)NCCN12 (stereo not given) | 1.1 | 1.7 | -6 | 6 | 39 | 1.1 | -7 | 8 | -6 | 1.1
Cc1[nH]n2c(=O)cc(C(C)(C)C)nc2c1-c1ccccc1 | 1 | 1.9 | -3 | 14 | 99* | 1 | -3 | 1 | 1 | 1
N#Cc1nc(-c2ccc(F)cc2)oc1NCCN1CCOCC1 | 0.9 | -0.2 | 10 | 10 | -5 | 1 | -3 | -22 | -5 | 1.1
Cc1nn(C)c(Cl)c1S(=O)(=O)N[C@@H](c1ccccc1)[C@]1(C)C[C@H]1[C@@H](C)C(=O)Nc1ccc2ccccc2c1 | 1 | 2.2 | -2 | 11 | 16 | 1 | -1 | -4 | -2 | 1
